High-throughput results (PubChem BioAssay)
PhoP inhibition: inhibitors of PhoP regulon expression, primary screen, Salmonella Typhimurium, GFP reporter (AID 1863); S. Typhimurium PhoP-regulated promoter GFP reporter, 4 h; higher % means a stronger effect; one-dose inhibition, % at 50 µM; IC50 in µM for titrated hits; 300,000 compounds, 0.16% hits;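 active = inhibition over 29.93%, a cutoff 3 SD above the screen mean, later confirmed by dose response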;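 note: 0% = low Mg2+ inducing control and 100% = high Mg2+ repressing control; strong numbers were not always called active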
b-catenin transl: modulators of beta-catenin nuclear translocation, primary screen, imaging, HeLa cells, immunofluorescence, high-content | nuclear translocation activity, % at 5 µM | 190,000 compounds, 0.3% hits;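 active = nuclear translocation activity above 50% at 5 µM, with a well cell count of 50 or more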;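 note: per-cell ratio of nuclear to cytoplasmic median beta-catenin stain intensity; plate controls were DMSO negative control for no effect and GSK-3 inhibitor IX positive control for full effect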
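System: Human HeLa cells, endogenous beta-catenin | Compound dosing: 5 µM primary, 0.02–20 µM confirmation | Timing: 24 h compound exposure at 37°C, 5% CO2 | Measured by: Fluorescence imaging of beta-catenin antibody stain plus DAPI | Read-out basis: % activation of per-cell nuclear versus cytoplasmic median beta-catenin signal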
West Nile antiviral: West Nile virus antiviral activity, cell-based, CPE readout (AID 1621); West Nile virus-infected cells, CPE inhibition; higher % means a stronger effect; CPE inhibition, % at 10 µM, or IC50 in µM where a hit was titrated; 290,000 compounds, 0.02% hits; in the data active = a potency from the dose series; note: strong numbers were not always called active
Large T inhibition: SV40 large T antigen inhibitors, biochemical (AID 1903); one-dose inhibition, % at 20 µM; IC50 in µM for titrated hits; 310,000 compounds, 0.39% hits; SV40 large T antigen ATPase/helicase inhibition assay; higher % means a stronger effect; in the data active = a potency from the dose series; note: strong numbers were not always called active
Myeloid diff 2: induction of myeloid progenitor differentiation, primary screen, cell-based, flow cytometry, MLPCN library | ER-HoxA9 myeloid progenitors, lysozyme-GFP differentiation | calls only at 10 µM | 360,000 compounds, 1% hits | AID 624256, 2012;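 active = normalized GFP-positive differentiation at or above the plate's own cutoff, the solvent-only control mean plus 3 SD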;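 note: cells exposed to compound for four days before flow analysis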
Rac1 GTP hydrolysis: MgcRacGAP GTPase-activating activity inhibitors, confirmation, biochemical, ADP Hunter fluorescence | MgcRacGAP-stimulated Rac1 GTP hydrolysis, ADP Hunter fluorescence; higher % means a stronger effect; GST-tagged Rac1 F28L mutant substrate | inhibition, % at 30 µM, or IC50 in µM where a hit was titrated | 340,000 compounds, 0.6% hits | AID 624330, 2012;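 active = first-screen hits whose inhibition reached a set limit at any dose in the follow-up dose series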;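 note: fluorescence reports GDP produced by GAP-driven GTP hydrolysis; strong numbers were not always called active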
WT yeast gro inh: growth inhibition of WT strain, primary screen, mitochondrial fusion inhibitor project, WT and mutant strains, chemical genetic; inhibition, % at 10 µM; 190,000 compounds, 2.1% hits; mitochondrial fusion phenotypic screen; in the data active = inhibition above about 58%; tested in S. cerevisiae
RSV antiviral HEp-2: RSV antiviral activity via CPE protection, HEp-2 cells, primary 10 µM value included (AID 2391); HEp-2 cells, RSV-induced CPE inhibition; higher % means a stronger effect; CPE inhibition, % at 10 µM; hits with a dose series show IC50 in µM; 310,000 compounds, 0.13% hits; in the data active = a potency from the dose series; note: strong numbers were not always called active
T cell HTS: modulators of CD8 T cell-vesicle binding, primary screen, mouse 2C CD8+ T cells, flow cytometry. 2C CD8+ T cell-vesicle binding; stronger effect = lower value. calls only at 7 µM. 330,000 compounds, 0.068% hits;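 active = response, share of CD8 T cells binding vesicles, and their 90th percentile fluorescence all below set limits, cut at about 80% in these data, passing the limit was not always enough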
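Test system: purified 2C TCR transgenic mouse naive CD8+ T cells. Probe or stimulus: QL9-peptide-loaded Drosophila micro-vesicles bearing Ld, ICAM-1 and B7-1. Incubation: binding step 1.5 h, 37 °C, antibody labelling 20 min, ice. Measured by: flow cytometry of vesicle-bound cells.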
WT yeast gro inh mutant strain: also measured in WT yeast gro inh; calls as there; inhibition, %; mitochondrial fusion phenotypic screen, mutant strain inhibition
b-catenin transl cell count 5 µM: also measured in b-catenin transl; calls as there; cell count; measured here: cell count, cytotoxicity flag
T cell HTS vesicle-bound %: recorded beside T cell HTS, whose call it bears; double positive events, %; measured here: CD8+ vesicle-bound cell fraction;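 binding gate set so that unloaded-vesicle control wells show 10% double positive cells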
Myeloid diff 2 GFP+ MAC1+ %: recorded beside Myeloid diff 2, whose call it bears; GFP+ MAC1+ double positive, %; measured here: differentiation confirmed by MAC1 staining
* = called active by the depositor; i = inactive; / = not tested or not shown; + = active, no number.

SMILES	PhoP inhibition	b-catenin transl	b-catenin transl cell count 5 µM	West Nile antiviral	Large T inhibition	Myeloid diff 2	Myeloid diff 2 GFP+ MAC1+ %	Rac1 GTP hydrolysis	WT yeast gro inh	WT yeast gro inh mutant strain	RSV antiviral HEp-2	T cell HTS	T cell HTS vesicle-bound %
CCOC(=O)N1CCC(N2C(=O)c3ccc(C(=O)Nc4ccc(F)cc4F)cc3C2=O)CC1	4%	-4.5	1130	0.0%	8%	i	1.4	3%	7	-2	0.0%	i	9
Cc1cccc(C)c1NC(=O)C1(N(Cc2ccco2)C(=O)c2ccccn2)CCCC1	-5%	0.5	1134	-0.6%	1%	i	0.8	12%	-14	1	1.1%	i	40
COc1ccc(NC(=S)c2ccncc2)cc1	12%	0.4	546	-1.3%	18%	i	0.5	-3%	-2	-1	8.1%	i	22
CC1=CCC2C(=O)N(c3cccc(C(=O)Nc4ccccc4Cl)c3)C(=O)C2C1 (centres undefined)	2%	/	/	0.1%	9%	/	/	3%	/	/	0.8%	i	10
Cc1cccc(N2CC(O)(c3cccs3)[N+]3=C2CCCCC3)c1 (centres undefined)	-9%	2.1	1130	-0.2%	-3%	i	0.2	6%	1	0	3.1%	i	49
O=S(=O)(Cc1ccccc1)Nc1ccc(S(=O)(=O)NCC2CCCO2)cc1 (centres undefined)	4%	/	/	0.2%	1%	i	0.9	5%	5	-8	1.5%	i	55
Nc1nnc(SCC(=O)c2ccc([N+](=O)[O-])cc2)s1	10%	-1.4	1010	0.1%	11%	i	1.5	4%	0	6	-1.7%	i	24
O=C(CN1CCN(Cc2ccc3c(c2)OCO3)CC1)N1CCc2[nH]c3ccc(F)cc3c2C1	-1%	0.2	1115	-0.8%	9%	i	0.8	10%	18	4	0.9%	i	52
COc1ccc(CC(=O)NCCc2ccc(Cl)cc2Cl)cc1	7%	1.4	1035	-1.2%	2%	i	0.8	2%	2	-2	2.0%	i	51
COC(=O)c1ccc(-c2ccc(CNCC(O)c3ccccc3)o2)cc1 (centres undefined)	21%	-0.6	1003	-0.2%	19%	i	2.1	1%	10	5	-2.8%	i	2
O=C(OCCN1C(=O)c2cccc3c(N4CCOCC4)ccc(c23)C1=O)c1cccc(Cl)c1	-198%	56*	378*	0.6%	4%	/	/	/	12	-3	0.4%	i	44
Cc1nc(SCC(=O)c2ccc(F)cc2)c([N+](=O)[O-])[nH]1	8%	0.4	1366	0.2%	4%	i	0.8	3%	2	-3	0.3%	i	52
O=c1[nH]c(N/N=C\c2ccc(F)cc2)nc2ccccc12	0%	0.3	1571	-1.0%	-2%	i	0.2	10%	11	6	3.9%	i	29
COc1ccc(N2CC(O)=C(c3nc(-c4ccc(F)cc4)cs3)C2=N)cc1	0%	-5.1	1017	-0.3%	9%	i	0.1	5%	1	-12	2.5%	i	63
Cc1ccc(-c2nnc(N3CCN(C(=O)CN4C(=O)c5ccccc5C4=O)CC3)c3ccccc23)cc1	/	/	/	-0.9%	/	i	0.3	10%	/	/	1.6%	i	20
Cc1ccccc1NC(=O)CN1C(=O)NC(C)(CCc2ccccc2)C1=O (centres undefined)	1%	1.1	1026	-1.1%	6%	i	0.3	5%	-13	16	-1.8%	i	54
CC(=O)c1c(C)[nH]c(C(=O)Nc2cc(C)cc(C)c2)c1C	-6%	/	/	0.0%	27%	i	1.0	5%	-3	0	11%	i	41
Cc1ccsc1/C=N/NC(=O)c1ccc(-n2cccc2)cc1	-2%	2.9	914	-1.3%	-15%	i	0.5	14%	10	10	-0.2%	i	16
COc1ccc(CCNC(=O)c2cc3c(=O)n(C)c4ccccc4c3n2C)cc1OC	6%	-0.3	1276	1.5%	3%	i	0.1	15%	/	/	1.9%	i	16
C=CCn1c(C)cc(C(=O)COC(=O)c2ccc3c(c2)NC(=O)CS3)c1C	6%	-3.9	514	-0.4%	22%	i	0.5	13%	15	6	3.2%	i	26

In the list so far, eight have a halogen:
SMILES	PhoP inhibition	b-catenin transl	b-catenin transl cell count 5 µM	West Nile antiviral	Large T inhibition	Myeloid diff 2	Myeloid diff 2 GFP+ MAC1+ %	Rac1 GTP hydrolysis	WT yeast gro inh	WT yeast gro inh mutant strain	RSV antiviral HEp-2	T cell HTS	T cell HTS vesicle-bound %
CCOC(=O)N1CCC(N2C(=O)c3ccc(C(=O)Nc4ccc(F)cc4F)cc3C2=O)CC1	4%	-4.5	1130	0.0%	8%	i	1.4	3%	7	-2	0.0%	i	9
CC1=CCC2C(=O)N(c3cccc(C(=O)Nc4ccccc4Cl)c3)C(=O)C2C1 (centres undefined)	2%	/	/	0.1%	9%	/	/	3%	/	/	0.8%	i	10
O=C(CN1CCN(Cc2ccc3c(c2)OCO3)CC1)N1CCc2[nH]c3ccc(F)cc3c2C1	-1%	0.2	1115	-0.8%	9%	i	0.8	10%	18	4	0.9%	i	52
COc1ccc(CC(=O)NCCc2ccc(Cl)cc2Cl)cc1	7%	1.4	1035	-1.2%	2%	i	0.8	2%	2	-2	2.0%	i	51
O=C(OCCN1C(=O)c2cccc3c(N4CCOCC4)ccc(c23)C1=O)c1cccc(Cl)c1	-198%	56*	378*	0.6%	4%	/	/	/	12	-3	0.4%	i	44
Cc1nc(SCC(=O)c2ccc(F)cc2)c([N+](=O)[O-])[nH]1	8%	0.4	1366	0.2%	4%	i	0.8	3%	2	-3	0.3%	i	52
O=c1[nH]c(N/N=C\c2ccc(F)cc2)nc2ccccc12	0%	0.3	1571	-1.0%	-2%	i	0.2	10%	11	6	3.9%	i	29
COc1ccc(N2CC(O)=C(c3nc(-c4ccc(F)cc4)cs3)C2=N)cc1	0%	-5.1	1017	-0.3%	9%	i	0.1	5%	1	-12	2.5%	i	63

New compounds follow:
SMILES	PhoP inhibition	b-catenin transl	b-catenin transl cell count 5 µM	West Nile antiviral	Large T inhibition	Myeloid diff 2	Myeloid diff 2 GFP+ MAC1+ %	Rac1 GTP hydrolysis	WT yeast gro inh	WT yeast gro inh mutant strain	RSV antiviral HEp-2	T cell HTS	T cell HTS vesicle-bound %
CCc1ccc(-c2nn(Cc3ccccc3)cc2/C=C/C(=O)O)cc1	-4%	-1.7	1159	0.6%	13%	i	0.6	6%	0	-7	3.5%	i	64
COC(=O)c1ccc(NC(=O)CN2CCN(c3cccc(Cl)c3)CC2)cc1	0%	2.4	964	0.0%	13%	i	0.2	13%	34	29	6.2%	i	52
O=C(NCCN1C(=O)S/C(=C\c2cccnc2)C1=O)c1cc(S(=O)(=O)N2CCOCC2)ccc1F	-4%	-0.8	1240	0.1%	27%	i	0.2	13%	/	/	2.0%	i	30
CC(CNC(=O)c1ccco1)NC(=O)c1ccco1 (centres undefined)	1%	/	/	0.6%	2%	i	3.1	-3%	/	/	0.2%	i	21
CC(=O)c1c(C)[nH]c(C(=O)OCC(=O)NCc2ccc(Cl)cc2)c1C	/	/	/	/	/	i	0.7	3%	/	/	0.4%	i	37
O=C(NC(=S)Nc1ccccc1O)c1cccnc1	-1%	/	/	0.4%	8%	i	0.5	4%	/	/	0.5%	i	54
C/C(=N\Nc1ccccn1)c1ccc(S(=O)(=O)NCc2ccco2)cc1	13%	1.2	1001	-0.8%	6%	i	0.3	7%	16	3	1.1%	i	39
CCCN1C(=O)c2ccccc2NC1c1ccc(OC)cc1O (centres undefined)	4%	1.3	963	0.0%	24%	i	1.1	13%	13	-3	17%	i	36
COC(=O)c1cc(S(=O)(=O)N2CCN(c3ccc(F)cc3)CC2)cn1C	-10%	/	/	0.0%	12%	i	1.3	12%	/	/	21%	i	27
COC(=O)c1c(N2C(=O)Nc3ccccc3N2O)sc(C)c1C	-9%	-1.4	1097	0.8%	1%	i	0.1	9%	-12	24	0.0%	i	64
CCOc1ccc(S(=O)(=O)N2CCC(C(=O)N3CCCCCC3)CC2)cc1C	-2%	/	/	-0.6%	24%	i	1.0	0%	/	/	16%	i	7
CCCCCC(=O)Nc1ccc(S(=O)(=O)Nc2nccc(C)n2)cc1	2%	-1.2	1066	-0.2%	-4%	i	0.4	2%	5	19	0.2%	i	48
COC(=O)CC1COc2ccccc2N1C(=O)c1cc(OC)c(OC)c(OC)c1 (centres undefined)	23%	/	/	-0.5%	-9%	i	1.0	-2%	/	/	5.0%	i	51
O=C(COC(=O)c1cc(=O)[nH]c2ccccc12)Nc1nc(-c2cccc(Br)c2)cs1	5%	/	/	0.2%	7%	i	0.3	4%	0	5	6.1%	i	49
CC(C)Cn1c(SC(C)C(=O)NCC2CCCO2)nc2ccc(Cl)cc2c1=O (centres undefined)	/	/	/	/	/	i	1.1	5%	/	/	-1.0%	i	17
COc1ccc(C2CC(=O)C(C=NCCN3CCNCC3)=C(O)C2)cc1OC (centres undefined)	3%	-4.3	939	0.4%	-1%	/	/	/	23	8	/	/	/
Cc1ccc(S(=O)(=O)N2CCCCC2)cc1C(=O)Nc1ncn[nH]1	-14%	-5.4	915	/	2%	/	/	/	-4	-2	/	/	/
O=C(O)/C=C/C(=O)NNc1ncnc2ccccc12	5%	0.4	1367	0.2%	17%	i	0.3	6%	/	/	2.5%	i	30
CCOc1cc(CNC(C)(C)CO)cc(Br)c1OCc1ccc(Cl)cc1Cl	28%	1.6	1312	-2.4%	14%	i	2.3	2%	88*	85*	-3.8%	i	11
COc1cccc(CSc2nc3cc4c(cc3cc2C)OCCO4)c1	7%	/	/	-0.4%	-3%	i	0.2	5%	28	15	1.9%	i	41
C=CCn1c(C)c(C(=O)OCC)c2cc(O)c3ccccc3c21	2%	/	/	-0.4%	2%	i	0.5	7%	/	/	1.4%	i	26
CCOC(=O)C1CCCN(Cc2cc(Br)c(OC)cc2OC)C1 (centres undefined)	-4%	/	/	-0.4%	1%	i	0.5	15%	-3	15	-0.1%	i	16
CCCn1c(CCC(=O)O)nc2cc(S(N)(=O)=O)ccc21	-4%	-0.6	1279	0.9%	/	i	0.1	9%	/	/	0.5%	i	48
COc1ccccc1Oc1ccc2c(c1)C(=O)N(c1cccc3ncccc13)C2=O	14%	1.4	1123	0.1%	13%	i	0.1	3%	-4	-10	/	/	/
CCOc1ccc2nc(NC(=O)c3ccc(OCC4CCCO4)cc3)sc2c1 (centres undefined)	-13%	-3.3	1193	-1.4%	5%	+	4.5*	15%	10	-4	21%	i	18
